TrxR1 substrate – rat thioredoxin reductase 1 substrate activity; 390,000 tested, 0.01% active; purified TrxR1 substrate turnover, NADPH consumption readout; Potency, µM (highest dose often 114 µM), without a hit: at the highest dose activity change, negative = substrate turnover; further: potency means the concentration at half of the fitted maximal effect; on the % scale 0 is the no-effect control and ±100 the full control effect; nearly all actives have a fitted effect of over 50% in size
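Rat TrxR1, dispensed at 90 nM, was prereduced with 400 uM NADPH (final) for 5 min at ~22 deg C, then incubated with compound 15 min before 400 uM selenite. A first-read NADPH fluorescence drop versus no-compound background flagged substrates.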
Pin1 inhibitor – human Pin1 inhibition; Pin1 FP peptide displacement, HiFluor488, 10 min; Potency, µM (series often up to 115 µM), without a hit: at the top dose activity, negative = inhibition, most hits filed as inhibitors; 390,000 tested, 0.009% active; AID 504891; active means well fitted inhibition curve with a large enough effect in the polarisation, with a control signal flat, not every such curve was filed as active; inconclusive means small, poorly fitted or top-dose-only effect, or effect the other way, or a change in a side signal; inactive means no such curve, though single readings can be large or run the other way; the % refers to the polarisation; further: potency means the concentration at half of the fitted maximal effect; on the % scale 0 is the no-effect control and ±100 the full control effect
Target sequence (Q13526 whole entry, looked up): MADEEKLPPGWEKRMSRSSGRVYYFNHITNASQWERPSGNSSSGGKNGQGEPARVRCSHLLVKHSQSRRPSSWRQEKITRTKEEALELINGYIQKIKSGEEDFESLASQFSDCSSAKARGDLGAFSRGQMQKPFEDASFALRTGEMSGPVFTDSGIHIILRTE
USP1-UAF1 inh – USP1/UAF1 (human) deubiquitinase inhibition | 390,000 tested, 0.23% active | AID 743255 | recombinant USP1/UAF1, Ub-Rhodamine cleavage fluorescence | Potency, µM (top dose mostly 57.1 µM), for inactives: at the top dose activity change, negative = inhibition, most hits filed as inhibitors; further: potency means the concentration at half of the fitted maximal effect; on the % scale 0 is the no-effect control and ±100 the full control effect; nearly all actives have a fitted effect of over 60% in size; inactives centre near -12
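Step one: compound is pinned into 1nM USP1/UAF1 in HEPES pH 7.8 buffer with TCEP. Step two: 15 min room-temperature incubation. Step three: Ub-Rho (150nM final) starts cleavage, tracked by fluorescence over six one-minute reads.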
IDH1 R132H inh – inhibitors of human mutant IDH1 R132H; IDH1-R132H enzyme, NADPH consumption, diaphorase/resazurin fluorescence; Potency, µM (top dose mostly 76.6 µM), for the others: at the highest dose activity change, negative = inhibition, actives largely listed as inhibitors; 390,000 tested, 0.093% active; AID 602179; O75874; further: potency means the concentration at half of the fitted maximal effect; on the % scale 0 is the no-effect control and ±100 the full control effect; nearly all actives have a fitted effect of over 65% in size
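IDH1-R132H (0.5 ug/mL dispensed) in pH 7.5 Tris buffer was preincubated 30 min with compound, then given a substrate mix of 0.016 mM NADPH and 2 mM alpha-KG for 80 min at room temperature; remaining NADPH was read by diaphorase/resazurin fluorescence.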
GLS inh – glutaminase GLS (human) inhibition. O94925. GLS enzymatic activity, qHTS titration. Potency, µM (series often up to 45.5 µM), without a hit: top-dose activity change, negative = inhibition, most hits filed as inhibitors. 410,000 tested, 0.21% active. AID 624170; further: potency means the concentration at half of the fitted maximal effect; on the % scale 0 is the no-effect control and ±100 the full control effect
Target sequence (O94925 whole entry, looked up): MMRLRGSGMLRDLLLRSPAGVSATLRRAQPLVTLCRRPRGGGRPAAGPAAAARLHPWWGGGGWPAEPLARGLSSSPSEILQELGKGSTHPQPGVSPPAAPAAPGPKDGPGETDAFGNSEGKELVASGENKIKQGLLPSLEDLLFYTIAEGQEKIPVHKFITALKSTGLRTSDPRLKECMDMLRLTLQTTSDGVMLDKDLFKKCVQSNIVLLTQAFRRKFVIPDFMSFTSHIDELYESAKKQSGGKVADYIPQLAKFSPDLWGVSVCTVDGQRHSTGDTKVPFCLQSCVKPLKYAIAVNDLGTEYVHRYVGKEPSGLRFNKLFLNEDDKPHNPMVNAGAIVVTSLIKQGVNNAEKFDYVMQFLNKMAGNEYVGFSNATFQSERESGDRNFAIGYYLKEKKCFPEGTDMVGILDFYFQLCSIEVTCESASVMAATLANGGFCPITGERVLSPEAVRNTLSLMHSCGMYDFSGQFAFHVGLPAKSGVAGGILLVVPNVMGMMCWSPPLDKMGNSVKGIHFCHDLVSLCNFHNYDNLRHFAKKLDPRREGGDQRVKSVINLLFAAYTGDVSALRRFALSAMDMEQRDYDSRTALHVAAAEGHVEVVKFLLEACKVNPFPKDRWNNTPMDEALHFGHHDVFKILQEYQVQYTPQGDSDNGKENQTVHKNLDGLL
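hKGA; 45 mM KH2PO4 pH 8.2 + 0.02% Tween-20; cpd via pin tool; 1 mM Gln soln; GluOx/HRP/Amplex Red; RT 30 min; fluor. t0 & final.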
TrxR1 inh – blocks rat thioredoxin reductase 1 | Potency, µM (titrated, usually from 114 µM), for inactives: at the top dose activity change, negative = inhibition, usual class: inhibitors | recombinant rTrxR1, NADPH fluorescence consumption, selenite substrate | 390,000 tested, 1% active | AID 588453 | O89049; further: potency means the concentration at half of the fitted maximal effect; on the % scale 0 is the no-effect control and ±100 the full control effect; nearly all actives have a fitted effect of over 65% in size
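Rat TrxR1 (90 nM in the dispensed reagent) was pre-reduced with 400 uM NADPH for 5 min at room temperature, then incubated with compound for 15 min. After 400 uM selenite was added, NADPH fluorescence (Ex 340/Em 450 nm) was followed for 8 min.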
PI4K2A block – inhibitors of human PI4K2A | Q9BTU6 | purified PI4K2A, ADP-Glo luminescence, 1 h; stronger effect = lower value | activity change, negative = inhibition, % at 76.9 µM | 420,000 tested, 0.13% active | AID 1346378; in the data active means activity change below about -50%; inconclusive means mostly about -30% to -49%;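 further: -100% = wells without enzyme as full effect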
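In this quantitative HTS, ADP production by PI4K2A was quantified luminescently after 1 h at ambient temperature; 100 microM adenosine served as plate-quality control.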
HP1b binding inh – HP1-beta chromodomain-methylated histone interaction inhibition. 390,000 tested, 0.56% active. Potency, µM (doses to about 114 µM), for inactives: at the top dose activity change, negative = inhibition, hits mostly inhibitors. AlphaScreen HP1-beta / biotin-H3K9me3 peptide binding; further: potency means the concentration at half of the fitted maximal effect; nearly all actives have a fitted effect of over 70% in size; inactives centre near 23
Target sequence (P83916 whole entry, looked up): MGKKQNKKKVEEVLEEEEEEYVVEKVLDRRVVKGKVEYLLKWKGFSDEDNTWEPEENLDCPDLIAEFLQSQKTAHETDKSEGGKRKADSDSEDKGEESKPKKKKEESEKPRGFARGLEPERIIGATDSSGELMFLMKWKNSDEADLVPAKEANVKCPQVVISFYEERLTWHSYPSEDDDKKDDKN
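HP1-beta protein (50 nM final) preincubated 30 min at room temperature with biotinylated H3(1-18)K9me3 peptide (50 nM) in PBS pH 7.4, 0.01% Tween-20, then compound added for 30 min. AlphaScreen streptavidin donor/nickel chelate acceptor beads (10 ug/mL final), 30 min dark, luminescence read.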
Tb PGK inh – blocks T. brucei phosphoglycerate kinase. P07378. PGK/GAPDH coupled, Kinase-Glo luminescence, 60 min. Potency, µM (titrated, usually from 57.5 µM), for the others: at the highest dose activity change, negative = inhibition, hits mostly inhibitors. 380,000 tested, 0.043% active; further: potency means the concentration at half of the fitted maximal effect; on the % scale 0 is the no-effect control and ±100 the full control effect; nearly all actives have a fitted effect of over 60% in size
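Recombinant glycosomal PGK reaction used 1,3-bisphosphoglycerate generated in-well by GAPDH (100nM final) in 100mM TEA pH 7.6, 5mM MgCl2, 0.01% Tween-20. After 60 minutes at room temperature, ATP was read by Kinase-Glo Plus luminescence end-point.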
Numbers without * were called inactive; i = inactive; ? = inconclusive; . = no result given; & = joins results of further samples; [ ] = remark or other dose. Unless noted, the call rests on the fitted dose curve; in most records, active means well fitted curve in the direction sought with a large enough effect; inconclusive means small, poorly fitted or top-dose-only effect, or another doubt; inactive means no such curve, though single readings can be large; an effect the other way counts as inactive or inconclusive. The list is partial; count on the stated rates, not on these rows.

SMILES | TrxR1 substrate | Pin1 inhibitor | USP1-UAF1 inh | IDH1 R132H inh | GLS inh | TrxR1 inh | PI4K2A block | HP1b binding inh | Tb PGK inh
COc1ccc(-c2nc(C)c(CCNC(=O)C(=O)Nc3cccc(F)c3)s2)cc1OC | 4.5%[57.1 µM] | -3.6% | -31.5% | -1.7% | -1.9% | 22.3%[57.1 µM] | -8.9 | 17.5%[57 µM] | 7.0%
CCOc1ccc(NS(=O)(=O)c2c(C)nc3sc(CC)nn3c2=O)cc1 | 0.8%&-2.0% | 1.2%&-2.1% | ? | -1.8%&0.0% | 2.9%&4.8% | 16.0%&4.5% | -4.7&-0.7 | 34.3%&5.9% | -0.4%&-4.1%
O=c1cc(C(F)(F)C(F)F)oc2ccccc12 | 3.3% | -0.8% | 3.9% | -4.4% | -2.0% | 6.0% | -1.6 | 23.8% | 8.4%
COc1ccc(NC(=O)CC23CC4CC(CC(Br)(C4)C2)C3)c(OC)c1 | 2.3% | -7.3% | -23.4% | 3.9% | 1.9% | 10.8% | -1.1 | -1.3% | -6.6%
CC(C)C(=O)Nc1oc(-c2ccccc2)cc1C#N | 4.2%[57.1 µM] | -3.7% | -14.3% | 2.6% | 1.2% | 16.0%[57.1 µM] | 1.0 | 38.3%[activator] | 7.9%
Fc1ccccc1Cn1c2[n+](c3ccc(C(F)(F)F)cc31)CCCCC2 | -15.0% | 10.4% | -5.9% | 7.9% | 10.2% | ? | 17.8 | 32.9% | 9.6%
C=CCNC(=O)c1ccccc1NC(=O)c1ccc(Cl)c(S(=O)(=O)Nc2cccc(C)c2C)c1 | 8.2% | 12.0% | -2.0% | 0.5% | 6.1% | 12.2% | 2.4 | 18.2% | 0.9%
O=C(CSc1nnc(SCC(=O)NCc2ccc3c(c2)OCO3)s1)NCc1ccc2c(c1)OCO2 | 6.5% | -3.5% | -10.4% | 3.6% | 1.0% | 11.6% | -4.2 | 26.4% | -8.6%
CC(C)c1nnc(NC(=O)C2CCN(C(=O)Nc3ccc(Cl)cc3)CC2)s1 | -0.4%[57.1 µM] | 0.0% | -6.0% | 10.2% | 10.1% | 2.8%[57.1 µM] | 0.0 | 13.7% | -4.2%
CN(C)CCNC(=O)C(=O)NCC1OCCCN1S(=O)(=O)c1cccs1 (configuration not stated) | -5.9% | -1.3% | -5.0% | 0.1% | -3.9% | -9.6% | 0.4 | 29.4% | -7.7%
N#Cc1ccccc1S(=O)(=O)c1ccccc1C(=O)Nc1ccccc1 | -3.5%[57.1 µM] | -2.1% | -7.1% | -8.5% | 3.2% | -4.7%[57.1 µM] | 1.9 | 5.0% | 3.2%
Oc1ccccc1/C=C/c1noc(-c2ccccc2O)n1 | -12.1% | -7.7% | -9.7% | -1.8% | -3.1% | 13.1%[57.1 µM] | 1.3 | 35.7% | -1.9%
CC1=Nc2cc(C(=O)O)ccc2Sc2ccc(Br)cc21 | 3.8% | -17.4% | -28.6% | 1.8% | -10.1% | 3.3% | 4.5 | 14.8% | -6.7%
COc1c(O)cc(O)c2c(=O)cc(-c3ccccc3)oc12 | -1.8% | -0.6% | -24.5% | -3.5% | 29.0% | 4.6% | -2.3 | 44.4%[activator] | i
Cc1ccc(NC2=NCC(=O)N2C2CCCC2)c(C)c1 | -13.4% | -6.0% | -12.6% | 2.6% | 10.3% | -10.7% | -3.8 | 14.2% | i
COc1ccc(N(CC(=O)NCCC2=CCCCC2)S(=O)(=O)c2ccccc2)cc1OC | -4.7% | 0.6% | -8.1% | -4.1% | -1.6% | 0.7% | 11.8 | 23.7% | -2.1%
Cc1cccc(NC(=O)Cn2nnc(C(=O)Nc3ccc(F)c(Cl)c3)c2N)c1 | -0.9%&-3.2% | 2.0%&18.4% | -13.9%&-16.7% | 1.5%&-8.2% | -0.8%&-15.1% | 8.4%&25.0% | -4.0&-5.6 | 19.9%&17.6% | -5.9%&5.8%
CCCN(CCC)C(=O)CSc1ncccc1C(=O)O | -4.5% | 1.4% | -4.1% | 3.0% | 5.4% | 6.6% | 0.4 | 23.2% | -2.7%
O=C(CCCn1c(=S)[nH]c2cc3c(cc2c1=O)OCO3)N1CCN(C2CCCCC2)CC1 | -4.8% | 2.7% | 8.9% | -3.6% | -8.8% | -5.1% | -2.8 | 24.7% | -6.5%
COc1cccc(N2C(=O)C(CC(=O)Nc3cccc(F)c3)N(C3CCCC3)C2=O)c1 (configuration not stated) | -17.8% | -2.5% | 16.8% | 35.7%[activator] | -12.0% | -27.7% | -7.3 | 22.7% | i
Cc1ccc(C(=O)OCCc2c(C)[nH]n(-c3ccccc3)c2=O)cc1 | -0.8% | 3.3% | -3.2% | 1.9% | 14.3% | -6.5% | -5.2 | 7.4% | 4.9%
COC(=O)c1ccccc1NC(=O)CSc1nncn1-c1cccnc1 | -7.3% | -1.3% | -16.6% | 1.4% | -7.7% | 24.4%[57.1 µM] | 2.4 | 16.0% | -0.2%
CCN(c1ccccc1)S(=O)(=O)c1ccc(-c2cc(C)no2)s1 | 1.3%[57.1 µM] | 0.5% | -18.0% | 15.8% | -20.2% | 13.1%[57.1 µM] | -2.4 | 76.4%[activator] | -0.7%
O=C(Nc1ccc(F)cc1Cl)C1=COCCO1 | -5.2%[57.1 µM] | 4.0% | -1.1% | -13.9% | 2.4% | -7.2%[57.1 µM] | -2.1 | 12.6% | 5.0%
O=C(CCCc1nc(-c2ccc(Cl)cc2)no1)Nc1cccnc1 | 5.1% | -6.9% | -16.5% | 3.6% | 1.2% | 11.7% | 0.6 | 7.9% | -0.9%
The list continues:
SMILES | TrxR1 substrate | Pin1 inhibitor | USP1-UAF1 inh | IDH1 R132H inh | GLS inh | TrxR1 inh | PI4K2A block | HP1b binding inh | Tb PGK inh
CC1=C(OC(=O)C(C)(C)C)C(C)(C)C(c2ccccc2)OC1=O (configuration not stated) | -2.0% | -5.2% | ? | 11.5% | -6.4% | 21.7% | -0.1 | 67.3%[activator] | -0.2%
COc1ccc(C2N3CC4(C)CN2CC(c2ccccc2)(C3)C4=O)cc1 (configuration not stated) | -8.6% | -1.8% | ? | -5.0% | 3.1% | 1.8% | -0.2 | 12.8% | -0.3%
COc1ccc(S(=O)(=O)Nc2ccc(O)c(Sc3nc4ccccc4s3)c2)cc1 | 5.0% | -2.0%&-1.6% | -18.7%&-13.6% | ? | 0.4%&17.1% | -3.3% | -5.2&-4.8 | 35.5%&-7.1% | -8.4%
CC(C)C(=O)N1CCN(c2ccc([N+](=O)[O-])c(NC(C)c3ccccc3)c2)CC1 (configuration not stated) | -3.3%[57.1 µM] | 0.0% | -15.5% | 13.0% | -12.9% | 7.5%[57.1 µM] | 3.2 | ? | -0.7%
O=C(NNC(=O)c1ccc2ccccc2c1O)c1cccs1 | -8.5% | -18.2% | -27.3% | -0.1% | 10.7% | 6.1% | -1.2 | 0.7% | -1.4%
Oc1ccc(C2=NNC(=NCc3ccc4c(c3)OCO4)SC2)c(O)c1 | -9.5% | 3.2% | -15.8% | -1.0% | 19.0% | -9.9% | 1.6 | 4.1% | 6.4%
CCCCOc1ccc(C(=O)NN2CCN(C)CC2)cc1 | -1.7% | -1.0% | 2.9% | -0.1% | 11.7% | -10.4% | 3.9 | 23.9% | 0.9%
COc1ccccc1OCCCCN1CCN(C(c2ccccc2)c2ccccc2)CC1 | 2.0%[57.1 µM] | -0.7% | -14.8% | 0.6% | 5.9% | -10.2%[57.1 µM] | -2.3 | ? | -4.0%
COc1cccc(C(CCc2cc(OC)c(OC)c(OC)c2)NC(C)=O)c1 (configuration not stated) | 9.4%[57.1 µM] | -0.1% | -4.8% | -4.0% | -1.9% | 10.7% | 1.8 | 27.0% | -8.2%
CCCN(CC(=O)Nc1ccccc1C)C(=O)c1ccc(=O)n(Cc2ccccc2)n1 | 3.3% | 2.6% | -3.4% | 7.4% | -1.1% | 15.5% | -4.3 | 55.2%[activator] | -5.8%
CCC(=NOCc1ccccc1)C(=O)NNS(=O)(=O)c1ccc(C)cc1 | 4.3% | 8.1% | -16.8% | 1.6% | -17.3% | 12.7% | -1.5 | 14.5% | i
COc1ccccc1/C=C1/C(=O)ON=C1C | -10.0% | -1.6% | -20.7% | -11.3% | 3.6% | ? | 12.4 | 6.9% | 0.5%
O=C(CSCc1ccc(Cl)cc1)Nc1ccc2c(c1)OCCO2 | -8.1% | 1.6% | -10.4% | 15.8% | -4.0% | -4.8% | -5.3 | 8.5% | 4.4%
CC1CCC(=NNc2ccc(C(F)(F)F)cc2[N+](=O)[O-])CC1 (configuration not stated) | -11.2% | -5.0% | -9.6% | 8.0% | 10.2% | -5.3% | 0.8 | ? | -4.0%
Cc1ccc(CNc2ccc(N3CCN(C)CC3=O)cc2)cc1 | 10.1%[57.1 µM] | -0.9% | . | . | 14.5% | 14.6%[57.1 µM] | 3.6 | 28.5% | 7.8%
COc1cc2c(cc1OC)C(c1ccc(SC)cc1)CC(=O)N2 (configuration not stated) | 2.5% | 0.6% | -22.6% | 0.0% | 2.1% | 21.6% | 4.7 | -5.1% | -10.8%
COC(=O)c1ccc(CNC(=O)CSc2nc3sc(C)c(C)c3c(=O)n2C)o1 | 4.2%[2.29 µM] | -1.6% | -3.1% | 5.3% | 12.3% | -10.4%[2.29 µM] | 2.2 | 24.8% | .

High-throughput results from PubChem BioAssay.
